Assay outcomes as filed in PubChem BioAssay.
ROC1-CUL1 inh: inhibitors of human ROC1-CUL1 ubiquitin ligase activity | in vitro K48 di-Ub FRET, acceptor:donor ratio, 45 min | 140,000 tested, 0.6% active | inhibition, % at 10 µM; in the data active means inhibition above about 25%
Target sequence (P62877 whole entry, looked up): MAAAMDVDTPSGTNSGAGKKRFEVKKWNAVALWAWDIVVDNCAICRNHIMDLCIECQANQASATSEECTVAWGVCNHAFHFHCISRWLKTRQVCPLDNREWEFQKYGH
Target sequence (Q13616 whole entry, looked up): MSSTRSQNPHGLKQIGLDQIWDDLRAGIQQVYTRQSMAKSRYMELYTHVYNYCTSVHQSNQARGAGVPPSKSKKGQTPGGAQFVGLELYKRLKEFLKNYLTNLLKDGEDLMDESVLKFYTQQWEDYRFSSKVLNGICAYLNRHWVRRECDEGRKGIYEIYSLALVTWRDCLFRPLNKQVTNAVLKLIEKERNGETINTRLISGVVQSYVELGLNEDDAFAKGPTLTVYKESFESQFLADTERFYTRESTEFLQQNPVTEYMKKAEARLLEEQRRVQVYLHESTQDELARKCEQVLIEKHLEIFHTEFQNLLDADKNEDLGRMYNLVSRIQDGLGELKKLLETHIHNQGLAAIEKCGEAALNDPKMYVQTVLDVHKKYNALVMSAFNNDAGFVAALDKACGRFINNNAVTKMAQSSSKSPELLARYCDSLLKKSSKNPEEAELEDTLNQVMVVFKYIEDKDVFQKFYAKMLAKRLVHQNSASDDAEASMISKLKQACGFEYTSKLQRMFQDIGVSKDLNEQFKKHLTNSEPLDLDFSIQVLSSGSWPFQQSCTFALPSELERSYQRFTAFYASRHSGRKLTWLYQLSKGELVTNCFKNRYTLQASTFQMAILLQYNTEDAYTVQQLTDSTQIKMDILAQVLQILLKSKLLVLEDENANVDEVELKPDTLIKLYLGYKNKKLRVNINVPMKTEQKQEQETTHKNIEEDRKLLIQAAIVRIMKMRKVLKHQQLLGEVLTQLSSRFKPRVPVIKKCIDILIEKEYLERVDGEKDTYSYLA
Numbers without * were called inactive. An excerpt. The share of hits here may be higher or lower than overall.

Preview, 15 compounds:
SMILES	ROC1-CUL1 inh
CCOC(=O)c1sc(NC(=O)c2cc3nc(-c4ccccc4)cc(-c4ccccc4)n3n2)c(C(=O)OCC)c1C	-7
CCn1c(SCc2ccc(Br)cc2)nnc1-c1ccccn1	14
CC(C)CC(=O)C(=O)N1CCCC(CO)(Cc2ccccc2F)C1 (stereo unspecified)	2
COC(=O)C1=C(C)N(CCc2ccc(OC)c(OC)c2)C(=O)/C1=C\c1cc(C)n(-c2ccccc2C(=O)OC)c1C	-8
C1=CC2C(C1)C1C2C2(c3ccccc3)OC1(c1ccccc1)c1ccccc12 (stereo unspecified)	-12
O=C(NCC1CCCCO1)c1ccc2oc(Cc3ccccc3)nc2c1 (stereo unspecified)	-8
CCc1noc(C)c1C(=O)N1CCN(c2ccccc2F)CC1	-11
Cc1ccc(C2c3c(-c4cc(C)ccc4O)n[nH]c3C(=O)N2Cc2ccco2)cc1 (stereo unspecified)	2
CC(=O)Nc1cc(C(F)(F)F)ccc1Oc1cccc(Br)c1	6
CN(CC1CCCN(CCc2ccc(Cl)cc2)C1)C(=O)CN1CCOC1=O (stereo unspecified)	13
CCOc1ccc2c(c1)S(=O)(=O)C/C2=N\OC(C)=O	12
Cn1cc([N+](=O)[O-])c(C(=O)Nc2cc(Oc3ccccc3)cc([N+](=O)[O-])c2)n1	-4
Cc1ccccc1-n1c(-c2ccoc2C)n[nH]c1=S	-8
CCn1ccnc1CN1CCCC(CNC(=O)c2cccc(C(F)(F)F)c2)C1 (stereo unspecified)	-9
O=C(NC1CCCCC1)N1CCCn2c(SCc3ccccc3Cl)nnc21	6

All compounds of this part, from the start:
SMILES	ROC1-CUL1 inh
CCOC(=O)c1sc(NC(=O)c2cc3nc(-c4ccccc4)cc(-c4ccccc4)n3n2)c(C(=O)OCC)c1C	-7
CCn1c(SCc2ccc(Br)cc2)nnc1-c1ccccn1	14
CC(C)CC(=O)C(=O)N1CCCC(CO)(Cc2ccccc2F)C1 (stereo unspecified)	2
COC(=O)C1=C(C)N(CCc2ccc(OC)c(OC)c2)C(=O)/C1=C\c1cc(C)n(-c2ccccc2C(=O)OC)c1C	-8
C1=CC2C(C1)C1C2C2(c3ccccc3)OC1(c1ccccc1)c1ccccc12 (stereo unspecified)	-12
O=C(NCC1CCCCO1)c1ccc2oc(Cc3ccccc3)nc2c1 (stereo unspecified)	-8
CCc1noc(C)c1C(=O)N1CCN(c2ccccc2F)CC1	-11
Cc1ccc(C2c3c(-c4cc(C)ccc4O)n[nH]c3C(=O)N2Cc2ccco2)cc1 (stereo unspecified)	2
CC(=O)Nc1cc(C(F)(F)F)ccc1Oc1cccc(Br)c1	6
CN(CC1CCCN(CCc2ccc(Cl)cc2)C1)C(=O)CN1CCOC1=O (stereo unspecified)	13
CCOc1ccc2c(c1)S(=O)(=O)C/C2=N\OC(C)=O	12
Cn1cc([N+](=O)[O-])c(C(=O)Nc2cc(Oc3ccccc3)cc([N+](=O)[O-])c2)n1	-4
Cc1ccccc1-n1c(-c2ccoc2C)n[nH]c1=S	-8
CCn1ccnc1CN1CCCC(CNC(=O)c2cccc(C(F)(F)F)c2)C1 (stereo unspecified)	-9
O=C(NC1CCCCC1)N1CCCn2c(SCc3ccccc3Cl)nnc21	6
COc1ccccc1CCC(=O)Nc1cnn(CC(=O)NC(C)c2nc(-c3ccccc3)no2)c1 (stereo unspecified)	-7
O=C(NNC(=O)C1CCCCC1)c1cccc(COc2ccc3c(c2)CCC3)c1	-6
O=C(Nc1ccc(-c2nc3ccccc3o2)c(O)c1)c1cc(Cl)ccc1Cl	4
C=CCn1c(SCC(=O)c2ccccc2)nc2sc3c(c2c1=O)CCCC3	-6
OC1CCCN(Cc2nc(-c3ccc(Cl)cc3)no2)C1 (stereo unspecified)	1
CCCc1cc(CNC(=O)c2ccc(N3CCN(C)C(C)C3)nc2)on1 (stereo unspecified)	-18
COC(=O)c1c(-c2ccc(F)cc2)csc1NC(=O)COc1ccc(Cl)cc1Cl	0
c1ccc2nc(-c3cnc4ccccc4c3-c3cccc4ccccc34)ccc2c1	-6
CCc1cccc(NC(=O)CN(c2ccc(C)cc2)S(=O)(=O)c2cccs2)c1	2
CC(C)Oc1ccc(C(=O)N2CCC(c3nc4ccccc4o3)CC2)cc1	-2

(cont.)
SMILES	ROC1-CUL1 inh
COC(=O)c1c(-c2ccc(C)cc2)csc1N	1
COc1cc(C2C(C(=O)c3ccc4c(c3)CC(C)O4)C(=O)C(=O)N2CC2CCCO2)ccc1O (stereo unspecified)	7
c1ccc(CC2=NNC(c3ccncc3)S2)cc1 (stereo unspecified)	-2
CC1CCCC(C)N1C(=O)c1ccc(CNS(=O)(=O)c2cccc(C(F)(F)F)c2)cc1 (stereo unspecified)	14
Cc1ccc(-n2cnc3cc(NC(=O)c4ccco4)ccc32)cc1	-9
O=C1C2C(c3ccccc3Cl)OC3(C(=O)c4ccccc4C3=O)C2C(=O)N1c1ccc([N+](=O)[O-])cc1 (stereo unspecified)	-4
C=CCn1c(SCC(=O)Nc2nc(C)cs2)nnc1C(NC(=O)c1ccccc1)C(C)C (stereo unspecified)	-7
O=C(CCCn1ccc2cc(S(=O)(=O)N3CCCC3)ccc21)NCc1ccc(Cl)cc1	-3
COc1cccc(C(=O)Nc2nc3nc(C)c(C)c(=O)n3[nH]2)c1	-6
O=C(c1ccc2oc(Cc3ccc(Cl)cc3)nc2c1)N(CCO)CCO	4
COc1cccc(NC(=O)N2CCN3CCCCC3C2)c1 (stereo unspecified)	-5
CCCC(=O)N1c2ccccc2-c2nnc(SC)nc2OC1c1ccc(OC)cc1OC (stereo unspecified)	-7
O=C(COc1ccccc1)Nc1nnc(S(=O)(=O)N2CCCC2)s1	-3
CCOC(=O)C1(CCc2ccccc2)CCN(C(=O)c2ccncc2)CC1	6
Cc1nc(SCC(=O)NC(Cc2ccccc2)C(=O)O)c2c3c(sc2n1)CCC3 (stereo unspecified)	11
c1ccc(-c2csc(Nc3nc(NCc4ccco4)nc(N4CCCCC4)n3)n2)cc1	-4
COc1ccc2oc(=O)cc(CN3CCN(c4ccccc4OC)CC3)c2c1	0
COc1ccc2c(c1)CCc1c(C(=O)Nc3cc(C)ccc3O)noc1-2	-17
Cc1ccc(C)c(N2CCN(S(=O)(=O)c3c(C(=O)N4CCC(C)CC4)c(C)n(C)c3C)CC2)c1	-14
Cc1ccc(-c2nn(CC(=O)NC3CCCC3)c3c2cnc2ccc(F)cc23)cc1C	-2
NCC(c1ccccc1)(c1ccccc1)c1ccccc1	-3
COc1ccccc1NC(=O)c1sc(N)c(C#N)c1C	-2
COc1ccc(NC(=O)Cn2ncc3c4ccccc4n(Cc4ccccc4)c3c2=O)cc1OC	-2
Cc1cc(NC(=O)COC(=O)c2ccccn2)ccc1Cl	6
COc1cc([C@@H]2Nc3c(F)cccc3[C@@H]3C=CC[C@@H]32)cc(Br)c1OC	6

(more compounds)
SMILES	ROC1-CUL1 inh
CCCn1c2ccccc2c2cnn(CC(=O)NCCCN3CCCCC3CC)c(=O)c21 (stereo unspecified)	7
COc1cc(/C=C2/C(=O)N(c3cccc(Cl)c3)N=C2C)ccc1OC(=O)c1cccs1	-9
O=C(O)Cn1nc2c3c(cccc31)C(=O)c1ccccc1-2	5
CC(C)OC(=O)c1c(-c2ccc(F)cc2)csc1NC(=O)c1cccnc1Cl	2
COc1ccccc1Cc1nc2ccccc2nc1SCC(=O)N1CCCCC1	-4
C[C@@H](c1ccccc1)N1CCC1C(O)(C1CCCCC1)C1CCCCC1 (stereo partly specified)	-2
COc1cc(C2NC(C(=O)O)CS2)cc(OC)c1O (stereo unspecified)	2
CC(=O)N[C@H]1[C@H](Oc2cc(C)ccc2C)O[C@H](COC(C)=O)[C@@H](OC(C)=O)[C@@H]1OC(C)=O	12
CC(Oc1ccc(Br)cc1Br)C(=O)Nc1cccnc1Cl (stereo unspecified)	1
CN(C)c1ccc(C(O)(C(F)(F)F)C(F)(F)F)cc1	3
CSCCC(NS(=O)(=O)c1cccs1)C(=O)Nc1ccc(C)c(Cl)c1 (stereo unspecified)	-11
O=C(COc1ccc(Cl)cc1)Nc1ccc(C(=O)OCc2cc(=O)n3ccsc3n2)cc1	-1
CCOC(=O)C1C2C(=O)N(Cc3ccc(Cl)cc3)C1C(C)=CC2C (stereo unspecified)	-5
COc1ccc(NC(=O)c2ccccc2NC(=O)C2CCCCC2C(=O)O)cc1 (stereo unspecified)	0
CC(C)(C)NC(=O)c1ccc2c(c1)C(=O)N(Cc1ccco1)C2=O	0
CC(C)c1ccc(NC(=O)CCS(=O)(=O)c2ccc3c(c2)CC(=O)N3C)cc1	7
COC(=O)c1cccnc1-n1c(=O)c2cccnc2n(CC(=O)Nc2ccc(C)cc2C)c1=O	-2
CC(=O)NS(=O)(=O)c1cccnc1Nc1cccc(Cl)c1C	0
C=CCOc1ccc(C(=O)Nc2nnc(SCc3ccc(F)cc3)s2)cc1	-7
CC1=NNc2nc3c(c(=O)n(CCC(C)C)c(=O)n3C)n2C1C (stereo unspecified)	1
CCN1CCC(NC(=O)c2ccoc2C)CC1	-1
CCCOc1ccc(C(=O)Nc2cc(-c3nc4ccccc4[nH]3)ccc2C)cc1	-3
Cc1ccc(NC(=O)CN2C(=O)S/C(=C/c3cc4c(cc3Cl)OCO4)C2=O)cc1C	2
CCOC(=O)C1(Cc2ccc(Cl)cc2)CCN(C(=O)CCN2CCCCC2)CC1	0
CN1CCC(N2C[C@H]3OC(=O)N(CCc4cccc(Cl)c4)[C@H]3C2)CC1	4

Further compounds
SMILES	ROC1-CUL1 inh
Nc1c(C(=O)Nc2ccc(OC(F)(F)Cl)cc2)sc2nc(-c3ccccc3)cc(C(F)(F)F)c12	-1
N#C/C(=C/c1ccc(Br)o1)c1nc(-c2ccc(Cl)cc2)cs1	-5
CC(C)C(=O)NC(=S)Nc1ccc(Nc2ccccc2)cc1	2
Cc1cc(C)nc(SCC(=O)c2ccc(C3CCCCC3)cc2)n1	6
COc1cccc(NC(=O)C2CCCN(S(=O)(=O)c3ccc4[nH]c(=O)ccc4c3)C2)c1 (stereo unspecified)	1
O=C1Nc2c(-c3ccccc3)cnn2CC1CC(=O)N1CCCCCC1 (stereo unspecified)	1
Cc1ccccc1OCC1CCCN(C(=O)Cn2ncc(N(C)C)cc2=O)C1 (stereo unspecified)	1
CCOc1cc(-c2ccc(OC(=O)c3ccccc3Cl)c(OC)c2)cc(=O)c2c(C)oc(C)c12	-15
COCC(=O)N1CCC(Oc2ccc(C(=O)NC(C)c3ccccc3)cc2)CC1 (stereo unspecified)	1
N#CC1C(=N)Oc2n[nH]c(-c3ccccc3Cl)c2C1c1ccccc1 (stereo unspecified)	-4
CC1=NC2=C(C(=O)CCC2)C(c2cccc(Cl)c2Cl)C1C(=O)Nc1ccc(Br)cn1 (stereo unspecified)	-5
CCN(CC)CC(O)COc1ccc(CNCc2ccc(F)cc2)cc1OC (stereo unspecified)	-4
COc1ccc(CN2CCC3(CC2)c2ccccc2[C@@H](NC(=O)c2ccco2)[C@@H]3OC)c(F)c1	-2
O=[N+]([O-])c1ccc(N2CCCC2)cc1NCCOc1ccc(F)cc1	-5
CCOc1ccccc1NC(=O)CN1CC(C)CC(C)C1 (stereo unspecified)	19
COc1cc(/C=N/NC(=O)c2cc3ccccc3cc2O)ccc1OC(C)=O	-3
Cc1nc(SC(C)C(=O)Nc2ccccc2Cl)cc(-c2ccccc2)n1 (stereo unspecified)	7
N#Cc1c(N=Cc2cc(I)cc(I)c2OCc2ccc(Cl)cc2Cl)sc2c1CCCC2	-11
CC(C)c1ccc(OCc2cccc(C(=O)N/N=C/c3cccnc3)c2)cc1	2
COc1ccc(N2CCN(C(=O)c3cc(C)oc3C)CC2)cc1	0
Cc1ccc(C)c(OC(=O)CSc2nnc(CNC(=O)c3ccccc3)o2)c1	0
CCN(CC)CCOC(=O)c1cccc(OC)c1	-2
CC(C)CCSc1nnc2n1C(=N)CC(=O)N2	7
CC(c1cc(Cl)ccc1Sc1ccc(Cl)c(Cl)c1)N1CCN(c2ccccc2)CC1 (stereo unspecified)	-4
Cc1cc2oc(=O)cc(C)c2cc1NC(=O)c1ccc(Br)cc1	4

(next part)
SMILES	ROC1-CUL1 inh
Cc1ccc(C(=O)CNc2cccc(Cl)c2)cc1	-5
CSc1nc2sc3c(c2c(=O)n1C1CCCCC1)CCCC3	7
O=C1/C(=C\c2ccc3c(c2)OCO3)C2=C(C(=O)N(c3ccccc3)C2c2ccc(Br)cc2)N1c1ccccc1 (stereo unspecified)	-21
Cc1cc(C(=O)O)c(-c2ccccc2)o1	-4
COC(=O)[C@]1(C)C[C@H](C(=O)NCC(F)(F)F)[C@H](c2ccccc2Cl)N1C	5
COc1cccc(C(=O)NCC2CCCN(C(=O)c3cncs3)C2)c1OC (stereo unspecified)	-1
COc1ccc(CN2C(=O)N(c3cccc(C)c3)C(=O)C2CC(=O)Nc2ccc(F)cc2)cc1OC (stereo unspecified)	-14
CC(=Nc1cccc(N=C(C)c2ccc(C)c(C)c2)n1)c1ccc(C)c(C)c1	0
CCc1ccc(NC(=O)Cn2nnc(C(=O)Nc3cc(C)ccc3OC)c2N)cc1	-5
O=C(c1cccc(-c2ccco2)c1)N1CCCC(c2nc(-c3ccncc3)ncc2-c2ccccc2)C1 (stereo unspecified)	6
CC1CCN(c2nnc(-n3cccc3CNc3cccc(F)c3)s2)CC1	6
CCN1CCN(CC(O)COc2ccc(CN3CCCCCC3)cc2OC)CC1 (stereo unspecified)	6
COc1cc(-n2[nH]nnc2=S)c(OC)cc1Cl	-3
CC(C)C(C(=O)NCCN(C)C)c1ccccc1 (stereo unspecified)	0
Cc1nnc(-c2cccc(NC(=O)C3CCCCN3C(=O)c3cnccn3)c2)s1 (stereo unspecified)	16
Cn1cccc1/C=N/Nc1nncc(-c2ccccc2)n1	4
NC(=O)C1CCN(C2CC(=O)N(c3cccc(C(F)(F)F)c3)C2=O)CC1 (stereo unspecified)	-12
COC(=O)CCC(C#N)(CCC(=O)OC)c1ccc(OC)c(OC)c1	9
Cc1ccc(COc2cccc(/C=N/NC(=O)c3ccccc3)c2)cc1	3
CCCOc1cccc(C(=O)Nc2ccc(-c3nc4ccc(C)cc4s3)cc2)c1	0
CN(Cc1ccccn1)C(=O)c1csc2nc(-c3cccc(C(F)(F)F)c3)cn12	7
